TDP1 cell CPT: DT40-hTDP1 cell growth loss with CPT; chicken DT40 Tdp1-/-;hTDP1 cells + 20 nM CPT, ATP luminescence, 48 h; AID 686979; Potency, µM (top dose mostly 46.2 µM), for inactives: at the top dose activity change, negative = growth inhibition, hits mostly inhibitors; 420,000 compounds, 12% hits; also: nearly all actives have a fitted effect of over 55% in size
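Cell growth measured by CellTiter-Glo luminescence after a minimum 48 h, 37 C compound exposure with 20 nM CPT in Tdp1-knockout DT40 cells stably expressing hTDP1, seeded 400/well; qHTS titration format.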
TDP1 cell noCPT: qHTS for Inhibitors of human tyrosyl-DNA phosphodiesterase 1 (TDP1): qHTS in cells in absence of CPT. DT40 Tdp1-/- hTDP1 cells, no CPT, ATP luminescence, 48 h. Potency, µM (series often up to 46.2 µM), without a hit: at the top dose activity change, negative = growth inhibition, hits mostly inhibitors. 420,000 compounds, 15% hits; also: nearly all actives have a fitted effect of over 55% in size
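Camptothecin absent (DMSO only). Human TDP1-complemented DT40 knockout cells, 400 cells/well, 37 °C for minimum 48 hr; ATP measured via CellTiter-Glo, 30 min dark incubation, luminescence.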
TDP1 inh: blocks human tyrosyl-DNA phosphodiesterase 1; AID 485290; Q9NUW8; Potency, µM (series often up to 130 µM), inactives show top-dose activity change, negative = inhibition, most hits filed as inhibitors; 350,000 compounds, 0.28% hits; recombinant TDP1, AlphaScreen DNA substrate cleavage; also: nearly all actives have a fitted effect of over 40% in size
Target sequence (Q9NUW8 whole entry, looked up): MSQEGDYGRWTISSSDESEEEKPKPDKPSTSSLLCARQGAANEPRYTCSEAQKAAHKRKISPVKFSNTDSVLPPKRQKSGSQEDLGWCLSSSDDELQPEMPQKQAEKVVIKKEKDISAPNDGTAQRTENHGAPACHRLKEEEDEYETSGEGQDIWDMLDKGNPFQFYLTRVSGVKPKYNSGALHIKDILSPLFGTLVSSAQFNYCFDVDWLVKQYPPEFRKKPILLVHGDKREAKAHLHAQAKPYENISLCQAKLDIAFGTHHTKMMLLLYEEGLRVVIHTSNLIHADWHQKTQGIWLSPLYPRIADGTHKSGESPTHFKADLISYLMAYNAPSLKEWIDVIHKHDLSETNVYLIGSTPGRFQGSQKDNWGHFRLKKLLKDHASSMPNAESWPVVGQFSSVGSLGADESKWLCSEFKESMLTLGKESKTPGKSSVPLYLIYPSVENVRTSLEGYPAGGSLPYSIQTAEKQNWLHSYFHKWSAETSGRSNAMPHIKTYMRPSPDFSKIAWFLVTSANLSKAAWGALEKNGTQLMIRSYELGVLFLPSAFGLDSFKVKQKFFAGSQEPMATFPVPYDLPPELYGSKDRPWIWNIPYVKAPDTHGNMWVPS
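Here, a 5' biotin and 3' phosphotyrosine-FITC DNA oligonucleotide reports Tdp1 activity: intact substrate bridges AlphaScreen beads, while cleavage leaves a 3' phosphate and drops signal. All incubations at room temperature.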
* = called active by the depositor; ? = inconclusive; · = no result given; & = joins results of further samples; [ ] = remark or other dose. Calls follow the shape of the dose curve; as a rule, active = well fitted curve in the direction sought with a large enough effect; inconclusive = small, poorly fitted or top-dose-only effect, or another doubt; inactive = no such curve, though single readings can be large; an effect the other way counts as inactive or inconclusive. % is scaled to controls: 0 for no effect and ±100 for the full control effect; potency is read from the fitted curve at half-maximal effect.

SMILES	TDP1 cell CPT	TDP1 cell noCPT	TDP1 inh
Cc1nn(-c2ccccc2)c(Cl)c1/C=N/NC(=O)c1ccc(CNc2ccccc2)o1	-20%	-19%	8%
O=c1[nH]c(C2CCN(S(=O)(=O)c3ccc4c(c3)OCCO4)CC2)nc2c1nnn2Cc1cccc(F)c1	?	?	·
COc1ccc(OCC(=O)N2CCC(c3nc4ccccc4s3)CC2)cc1	?	?	4%
O=C(CCNS(=O)(=O)c1cccc2nsnc12)NC1CCN(Cc2ccccc2)CC1	-5%	?	-3%
O=C(Nc1cccc(-c2nc3ncccc3o2)c1)c1ccccc1	?	12µM*	2%
CC(/C=N/n1c(-c2ccccc2)n[nH]c1=S)=C\c1ccco1	?	?	12%
Cc1cc(C(=O)N2CCc3ccccc3C2)on1	7%	6%	·
COc1ccc(N2CCN(C(=O)COC(=O)c3ccccc3OCc3ccc(F)cc3)CC2)cc1	?	?	10%
CC1Sc2ccc(S(=O)(=O)CCC(=O)NC3CCCCCC3)cc2NC1=O (centres undefined)	?	-26%	0%
CCCCN1CC(COCc2ccccc2)Oc2cccc(Oc3ccc(C)cc3)c2S1(=O)=O (centres undefined)	8.2µM*	7.3µM*	·
Cc1cc(Br)ccc1NC(=O)CCSc1ccccc1	-9%	-12%	-2%
Nc1ccccc1SC1CC(=O)N(c2ccc3c(c2)OCCO3)C1=O (centres undefined)	-25%	?	·
COc1cccc(-n2c(=O)c3ccccc3n3c(=S)[nH]nc23)c1	8%	-31%	12%
COc1cc(C(=O)NC2CC(C)(C)Cc3c2cnn3-c2ccccc2)cc(OC)c1OC (centres undefined)	-28%	?	0%
Cc1cccc(S(=O)(=O)NC(=O)C2(C)CCN2C(=O)Cc2ccc(Cl)cc2Cl)c1 (centres undefined)	3%	6%	·
Nc1ccccc1S(=O)(=O)c1ccccc1N	?	-27%	2%
CCOC(=O)c1c(NC(=S)NCC2CCCO2)sc(C)c1C (centres undefined)	-22%	?	-1%
N#CC1=C2N=C(N)c3ccccc3N2C2=C(C(=O)CCC2)C1c1ccc(Cl)cc1 (centres undefined)	21µM*	16µM*	1%
CC(=O)Nc1ccc2c(c1)C(=O)N(c1cccc(C)c1)C2=O	-1%	0%	1%
COc1ccc(CNC(=O)c2cc(COc3c(F)cccc3F)on2)cc1OC	?	?	5%
Cc1c(C(c2ccc(F)cc2)c2c(C)n(C)n(-c3ccccc3)c2=O)c(=O)n(-c2ccccc2)n1C	-13%	-20%	0%
O=C(O)c1ccc(C2SCC(=O)N2Cc2ccco2)cc1 (centres undefined)	0%	3%	0%
CCOc1ccc(NC(=O)CN(C)C(=O)c2ccc3c(c2)C(=O)N(CCC(C)C)C3=O)cc1OCC	-7%	-20%	5%
O=C(CCc1nnc(COc2ccccc2)o1)NCc1ccc(Cl)s1	-22%	-18%	3%
Cc1ccc(C)c(NC(=O)N2CCC(CN3CCOCC3)CC2)c1	-8%	-11%	2%
COC(=O)CNC(c1ccccc1Cl)c1cc(Br)ccc1NC(=O)CCN1CCOCC1 (centres undefined)	?	?	2%
CC1(C)NC(=O)N(CC(O)Cn2c3ccccc3c3ccccc32)C1=O (centres undefined)	-7%	12%	2%
COc1ccccc1-c1cccc(-c2nc(C(=O)Nc3nccs3)cc3c2[C@@H](CCO)N(C(=O)CC2CC2)C3)c1	18µM*	12µM*	·
COC(=O)c1sc(-c2ccccc2)cc1NC(=O)C1CC1	-7%	?	-2%
Cc1cc(OCC(=O)OCC(=O)NC2CCS(=O)(=O)C2)ccc1Cl (centres undefined)	-1%	2%	·

Fetched one by one from the list above (four):
SMILES	TDP1 cell CPT	TDP1 cell noCPT	TDP1 inh
O=C(CCc1nnc(COc2ccccc2)o1)NCc1ccc(Cl)s1	-22%	-18%	3%
O=C(O)c1ccc(C2SCC(=O)N2Cc2ccco2)cc1 (centres undefined)	0%	3%	0%
Cc1cc(OCC(=O)OCC(=O)NC2CCS(=O)(=O)C2)ccc1Cl (centres undefined)	-1%	2%	·
Cc1c(C(c2ccc(F)cc2)c2c(C)n(C)n(-c3ccccc3)c2=O)c(=O)n(-c2ccccc2)n1C	-13%	-20%	0%

The list goes on:
SMILES	TDP1 cell CPT	TDP1 cell noCPT	TDP1 inh
COc1ccc(CN2CCNC(=O)C2CC(=O)N(C)Cc2nccs2)c(OC)c1 (centres undefined)	?	-1%	1%
CCOC(=O)CC1COCCN1C(=O)c1cc(COc2ccccc2SC)on1 (centres undefined)	-15%	?	·
CCC(CO)Nc1ccn2nc(-c3ccccc3)cc2n1 (centres undefined)	-13%	?	·
CCCCn1nnnc1C(CC)N1CCN(C/C=C/c2ccccc2)CC1 (centres undefined)	?	?	·
O=C(CC1N=C2c3ccccc3N=C(SCc3ccccc3F)N2C1=O)NCc1cccs1 (centres undefined)	?	18µM*	5%
COc1cc(C)c(Br)cc1S(=O)(=O)NCCCN1CCOCC1	2%	7%	4%
Cc1ccc2[nH]c(=O)c(CN(c3cccc(C)c3C)S(=O)(=O)c3ccccc3)cc2c1	16µM*	5.8µM*	5%
COc1ccc(NC(=O)C2CCN(C(=O)Nc3ccccc3)CC2)cc1S(=O)(=O)N(C)C	-16%	2%	1%[56.1 µM]
Cc1ccc(C)c(NC(=O)CN(C)C(=O)c2ccc(S(=O)(=O)N(C)c3ccccc3)cc2)c1	6%	-18%	-4%
O=C(NC1CCCC1)C(c1cccs1)N(CC1CCCO1)C(=O)Cc1cccs1 (centres undefined)	?	21µM*	0%
CCOC(=O)C1CCCN(C(=O)Cn2c(=O)c3cccn3c3cccnc32)C1 (centres undefined)	3%	9%	1%
COc1cc(OC)nc(Nc2nc(C(N)c3ccccc3Cl)cs2)n1 (centres undefined)	?	26µM*	·
COc1cccc(OCC(=O)NC2CCCCC2)c1	1%	-6%	-2%
CSCCC(NS(=O)(=O)c1cc(C(=O)O)ccc1Cl)C(=O)O (centres undefined)	2%	-3%	5%
COC(=O)CCC(=O)OC1(C)C(=O)C=C2C=C(C3CC3)N(C3CC3)C=C2C1=O (centres undefined)	-3%	11%	8%[12.3 µM]
CC(C)(C)OC(=O)N1CCCN(C(=O)Nc2ccc(C(F)(F)F)cc2)CC1	?	?	-1%
O=C(NCCc1ccc(Cl)cc1)C1CCN(S(=O)(=O)N2CCCC2)CC1	-24%	?	2%
COc1ccccc1C(=O)NNC(=O)C(=O)N1CCCCC1	5%	9%	0%
O=C(C(=O)N1CCN(C/C=C/c2ccccc2)CC1)c1ccccc1	?	?	·
CCCCc1nnc(NC(=O)C=C(C)C)s1	-25%	0%	2%
CCn1cc(C(=O)O)c(=O)c2cc(F)c(N3CCN(C(=O)Nc4ccccc4)CC3)cc21	21µM*	23µM*	0%
COCCCNC(=O)c1cccn2c(=O)c3cc4ccccc4cc3nc12	18µM*	7.3µM*	9%
Cc1cc(O)c(/C=N/OCc2ccc(Cl)cc2Cl)c(=O)o1	15µM*	?	3%
COc1cccc(NC(=O)c2nn(C34CC5CC(CC(C5)C3)C4)cc2[N+](=O)[O-])c1	?	?	7%
Cc1ccc(Cc2c(C(C)(C)C)nc3ccc(Br)cn23)cc1	?	?	·
CN(C)c1ccc(NC(=O)CSc2n[nH]c(-c3ccncc3)n2)cc1	8%	-17%	·
CCOCC(=O)Nc1cc(C(=O)Nc2cccc(C)c2C)ccc1Cl	5%	-9%	3%
Cc1cccc(NS(=O)(=O)c2ccc(C)c(C(=O)NCc3ccncc3)c2)c1	-25%	?	·
COc1ccc(S(=O)(=O)Nc2cccc(-n3cnnn3)c2)cc1OC	-9%	1%	3%
C(/Oc1ccccc1)=C1\Nn2c(nnc2-c2cc(-c3ccccc3)n[nH]2)S1	7.1µM*	20µM*	-2%&-2%
CC1CCCN1CC#CC(O)(c1ccccc1)c1ccccc1 (centres undefined)	7%	-18%	·
Cc1ccc(/C(O)=C/c2nc3ccccc3oc2=O)cc1	-27%	?	·
O=C(O)c1ccc(SCc2cnc(Cl)s2)cc1	-3%	-13%	1%
CCCNC(=O)Cn1nc(-c2ccc(C)c(C)c2)c2cnc3ccc(F)cc3c21	?	-21%	5%
COc1ccccc1N1CCN(S(=O)(=O)c2c(C)sc3ncn(CC(=O)N(C)c4ccc(C(C)C)cc4)c(=O)c23)CC1	13µM*	?	6%
CC(=O)C1=C(c2ccc(Cl)c(Cl)c2)N(C(C)=O)n2c(nnc2-c2ccccc2)S1	?	?	5%
CCOc1ccc2oc(C(=O)OCC(=O)NC(=O)NC)c(C)c2c1	2%	8%	5%
O=C(CN(C(=O)CCC(=O)Nc1nccs1)c1ccc(F)cc1)NCc1ccc(F)cc1	-12%	-22%	·
Cc1ccccc1NC(=S)NC1(C)CCS(=O)(=O)C1 (centres undefined)	-4%	-22%	-1%
CCCNC(=O)N1CCC(c2ccc3c(c2)OCO3)CC1	-3%	6%	·
N[C@H](C(=O)O)c1ccc(C(=O)O)cc1	-3%&-11%	-23%&-7%	?
COC(=O)N/N=C/c1cccc([N+](=O)[O-])c1	7%	-3%	5%
CSc1ncccc1C(=O)OCC(=O)NCc1cccs1	-13%	-1%	0%
CCCOC1CCCN(Cc2nc(-c3cnccn3)no2)C1 (centres undefined)	22%	-4%	3%
Cc1cc(Cl)ccc1OCC(=O)N1CCOc2ccc(CN3C[C@@H](C)O[C@@H](C)C3)cc2C1	-3%[9.04 µM]	?	·
CCN(C(=O)COC(=O)CNC(=O)C12CC3CC(CC(C3)C1)C2)C1CCS(=O)(=O)C1 (centres undefined)	-6%	-22%	-3%
O=C(NC1CCCN(c2ccc(C(F)(F)F)cn2)C1)c1ccnc(Cl)c1 (centres undefined)	?	?	1%
Cc1ccccc1CN1C(=O)c2ccccc2C1c1nnnn1Cc1ccccc1 (centres undefined)	-1%	-18%	·
NNC(=O)c1cc(-c2ccco2)[nH]n1	-17%	-13%	5%
Cc1c(C)c2ccc(OCc3ccc(C(=O)O)o3)c(C)c2oc1=O	-21%	-15%	-11%
(listing goes on)
SMILES	TDP1 cell CPT	TDP1 cell noCPT	TDP1 inh
Cc1ccc(-c2nnc(SCC#CCOC(=O)c3cccs3)o2)cc1	-4%	-16%	-5%
CC(C)(C)c1ccc2c(c1)OC(C(=O)N/N=C\c1ccncc1)CO2 (centres undefined)	?	?	·
COc1cccc(NC(=O)COC(=O)c2ccc3c(c2)OCO3)c1	10%	-4%	-2%
CCOCCCn1c(SCC(=O)NC(C)(C)C)nc2ccccc2c1=O	-12%	-24%	-2%
COc1ccc(NC(=O)CCCCC(=O)Nc2ccc(OC)cc2OC)c(OC)c1	-9%	-11%	·
Cc1cccc(C)c1NC(=O)CNC(=O)c1cnccn1	2%	1%	-1%
COc1ccc(NC2CCCN(C(=O)c3csc(C)n3)C2)cc1 (centres undefined)	4%	1%	2%
Cc1ccc(S(=O)(=O)N2CCN(c3nc(-n4cnc5ccccc54)nc4ccccc34)CC2)cc1	?	-12%	·
CSCCC(NC(=O)c1ccccc1)C(=O)NC1CC1 (centres undefined)	2%	3%	-1%
CCCC(=O)Nc1c2c(nn1-c1ccc(OC)cc1)CS(=O)C2 (centres undefined)	-8%	5%	5%[56.1 µM]

Gathered by group, the entries above containing a furan ring, fused or not (6)
SMILES	TDP1 cell CPT	TDP1 cell noCPT	TDP1 inh
Cc1nn(-c2ccccc2)c(Cl)c1/C=N/NC(=O)c1ccc(CNc2ccccc2)o1	-20%	-19%	8%
CC(/C=N/n1c(-c2ccccc2)n[nH]c1=S)=C\c1ccco1	?	?	12%
O=C(O)c1ccc(C2SCC(=O)N2Cc2ccco2)cc1 (centres undefined)	0%	3%	0%
CCOc1ccc2oc(C(=O)OCC(=O)NC(=O)NC)c(C)c2c1	2%	8%	5%
NNC(=O)c1cc(-c2ccco2)[nH]n1	-17%	-13%	5%
Cc1c(C)c2ccc(OCc3ccc(C(=O)O)o3)c(C)c2oc1=O	-21%	-15%	-11%

The list goes on.
SMILES	TDP1 cell CPT	TDP1 cell noCPT	TDP1 inh
CCNC(=O)C1CCCN(C(=O)c2cccs2)CC1 (centres undefined)	3%	12%	·
COC(=O)[C@@H]1CCCN1Cc1ccc2c(c1)CN(Cc1cccc(Cl)c1)CCO2	0%[9.04 µM]	-25%	·
CCOC(=O)c1[nH]c2ccccc2c1NC(=O)c1ccccc1F	?	?	0%
CC(=O)Oc1cccc(C)c1	13%	-9%	1%&6%
COc1cc(C(=O)Nc2cccc(-c3nc4cc(C)cc(C)c4o3)c2)cc(OC)c1OC	?	-27%	6%
FC(F)Sc1ccc(NC2=NCCCCC2)cc1	2%	-22%	·
CCN(CC)C(=O)Cn1c(=O)n(-c2ccc(Cl)c(Cl)c2)c(=O)c2c(C)c(C(=O)N(CC)CC)sc21	6%	16%	6%
